DRD3 agonist = agonists of human D3 dopamine receptor. 0.58% of 410,000 active. max activation, %. P35462. AID 652048. D3R DiscoveRx beta-arrestin cells, luminescence, 90 min; in the data active = max activation above about 30%; also: 0% is about no effect; mostly tested at two doses, the higher about 12 µM
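Agonist mode: compounds and dopamine controls were applied to plated cells for 90 min at 37 degrees C after an overnight attachment at 1500 cells/well. Luminescent read-out followed 30 - 60 minutes at room temperature with DiscoveRx detection reagent.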
GLP-1R agonist = GLP-1 receptor (human) agonism; P43220; HEK293 GLP-1R CRE-luciferase, luminescence, 4-6 h; cells express a hypersensitive GLP-1R form; Potency, µM (titrated, usually from 45.6 µM), inactives show at the highest dose activation, usual class: activators; 0.007% of 380,000 active; AID 624172; also: potency is read from the fitted curve at half-maximal effect; % of control where 0% means no effect
DRD3 antagonist = antagonists of human D3 dopamine receptor; D3R cells, DiscoveRx beta-arrestin luminescence, antagonist mode; hits give low values; 2.5% of 360,000 active; max response, negative = inhibition, %; in the data active = max response below about -50%; inconclusive = no clear call, values can overlap the other calls; also: % is scaled to controls: 0 for no effect and ±100 for the full control effect; mostly tested at two doses, the higher about 12 µM
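Cells expressing the human receptor were seeded at 1500 cells/well, incubated overnight at 37 degrees C in 5% CO2, then exposed to library compounds with dopamine controls for 90 minutes at 37 degrees C before luminescent detection.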
PLK1 PBD inh = inhibitors of human PLK1 polo-box domain binding; Plk1 PBD binding of FITC phosphopeptide, fluorescence polarization; Potency, µM, without a hit: max response, negative = inhibition, hits mostly inhibitors; 2.8% of 360,000 active; AID 720504; also: potency is read from the fitted curve at half-maximal effect; series mostly up to about 57 µM; % is scaled to controls: 0 for no effect and ±100 for the full control effect; nearly all actives have a fitted effect of over 65% in size
Target sequence (P53350 whole entry, looked up, the tested form may be a part): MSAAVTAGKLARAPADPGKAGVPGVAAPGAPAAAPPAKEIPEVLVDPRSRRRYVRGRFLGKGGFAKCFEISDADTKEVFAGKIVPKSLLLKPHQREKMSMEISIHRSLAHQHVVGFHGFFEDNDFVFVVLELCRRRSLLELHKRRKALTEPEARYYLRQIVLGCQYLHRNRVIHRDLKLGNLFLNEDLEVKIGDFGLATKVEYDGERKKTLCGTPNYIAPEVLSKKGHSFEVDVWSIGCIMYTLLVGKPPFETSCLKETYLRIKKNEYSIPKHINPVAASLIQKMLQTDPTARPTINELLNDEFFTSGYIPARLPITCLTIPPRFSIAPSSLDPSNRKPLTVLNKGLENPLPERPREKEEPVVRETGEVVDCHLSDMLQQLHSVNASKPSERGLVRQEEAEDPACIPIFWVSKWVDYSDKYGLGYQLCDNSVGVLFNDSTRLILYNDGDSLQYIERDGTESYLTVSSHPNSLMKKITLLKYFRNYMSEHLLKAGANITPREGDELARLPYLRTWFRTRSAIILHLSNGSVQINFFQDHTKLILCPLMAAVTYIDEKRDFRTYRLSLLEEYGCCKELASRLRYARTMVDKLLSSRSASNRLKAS
GLP-1R inv ag = acts as inverse agonist at human GLP-1 receptor; P43220; 1.6% of 410,000 active; AID 624417; HEK293 GLP-1R CRE-luciferase, luminescence, 24 h; GLP-1R form is constitutively active; Potency, µM (series often up to 38.3 µM), for inactives: at the highest dose activity change, negative = inhibition, usual class: inhibitors; also: potency is read from the fitted curve at half-maximal effect; % is scaled to controls: 0 for no effect and ±100 for the full control effect; nearly all actives have a fitted effect of over 55% in size
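Using stably transfected HEK293 (constitutively active GLP-1R, cAMP-luciferase reporter), compounds were incubated 24 hr and luciferase measured by luminescence.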
PI5P4K alpha inh = PI5P4K alpha (human) kinase inhibition; P48426; PI5P4Kalpha enzyme, ADP-Glo luminescence, 60 min; hits give low values; max response, %; 1.2% of 330,000 active; AID 652105; active = max response of -50% or lower; inconclusive = between -30% and -50%; inactive = -30% or higher; also: value at the top dose of about 77 µM; % is scaled to controls: 0 for no effect and ±100 for the full control effect
Target sequence (P48426 whole entry, looked up): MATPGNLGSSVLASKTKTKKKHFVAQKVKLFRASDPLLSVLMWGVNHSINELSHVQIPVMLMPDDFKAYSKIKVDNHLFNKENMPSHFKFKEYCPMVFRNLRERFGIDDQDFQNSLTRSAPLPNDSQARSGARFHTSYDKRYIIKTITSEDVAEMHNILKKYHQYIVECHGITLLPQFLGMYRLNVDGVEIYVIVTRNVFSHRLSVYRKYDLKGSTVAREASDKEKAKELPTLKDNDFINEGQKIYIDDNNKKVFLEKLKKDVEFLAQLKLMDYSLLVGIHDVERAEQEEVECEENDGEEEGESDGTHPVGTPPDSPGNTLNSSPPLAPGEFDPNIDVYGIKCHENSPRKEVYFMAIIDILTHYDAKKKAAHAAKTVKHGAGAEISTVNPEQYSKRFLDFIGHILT
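ADP-Glo luminescence end-point read after a 60 min room-temperature kinase reaction of PI5P4Kalpha plus substrate, initiated with ATP at 5 microM final. Buffer: 0.038 M HEPES pH 7.4, EGTA, 0.1% CHAPS, 5% DMSO.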
WRN helicase inh = WRN helicase (human) inhibition | 0.46% of 360,000 active | WRN helicase unwinding, fluorescent forked duplex, kinetic | Q14191 | Potency, µM (titrated, usually from 114 µM), without a hit: at the top dose activity change, negative = inhibition, actives largely listed as inhibitors; also: potency is read from the fitted curve at half-maximal effect; % is scaled to controls: 0 for no effect and ±100 for the full control effect; nearly all actives have a fitted effect of over 55% in size
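WRN at 20 nM final preincubated with compound 15 min at room temperature; reaction started with 100 nM fluorophore/quencher forked duplex oligonucleotide and 2 mM ATP final. Unwinding followed kinetically by red fluorescence (ex 525, em 598 nm).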
GLP1R cytotox = cytotoxic in the GLP-1 receptor inverse agonist counter-screen | 0.13% of 410,000 active | HEK293 cAMP-luciferase reporter cells, luminescence, 24 h | Potency, µM (titrated, usually from 38.3 µM), for the others: at the highest dose activity change, negative = inhibition, hits mostly inhibitors | AID 624418;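 also: loss of luciferase light is scored as toxicity; potency is read from the fitted curve at half-maximal effect; % is scaled to controls: 0 for no effect and ±100 for the full control effect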
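Seeding density was 200 cells/uL; after overnight-length (12 h) culture, 23 nL compounds went on for 24 h at 37 °C. Readout used a luciferase detection reagent, luminescence taken after 12 min at room temperature.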
IL2 activator = activates IL-2 in a cell-based reporter assay | IL-2 activation reporter assay, cell-based qHTS; stimulated with anti-CD3/CD4/CD28 beads; in transgenic mouse T cells | activation, % (series mostly up to about 46 µM) | 0.065% of 360,000 active; in the data active = activation above about 50%; inconclusive = mostly about 30% to 49%; also: 0% is about no effect
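Quantitative HTS in unstimulated transgenic mouse T cells, with memory T cells as non-tolerant control and PMA/ionomycin as tolerance-bypass control. Compound pretreatment lasted 60 minutes before 18 h bead stimulation; EGFP/DsRed fluorescence read.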
Numbers without * were called inactive; ? = inconclusive; · = not tested or not shown; & = joins results of further samples; [ ] = dose if it differs, or a comment. Unless noted, calls follow the shape of the dose curve; as a rule, active = well fitted curve in the direction sought with a large enough effect; inconclusive = small, poorly fitted or top-dose-only effect, or another doubt; inactive = no such curve, though single readings can be large; an effect the other way counts as inactive or inconclusive.

SMILES | DRD3 agonist | GLP-1R agonist | DRD3 antagonist | PLK1 PBD inh | GLP-1R inv ag | PI5P4K alpha inh | WRN helicase inh | GLP1R cytotox | IL2 activator
CCOC(=O)CN1NC2(CCC(C)CC2)NC1=S (configuration not stated) | 5.2 | 0.4% | 26.2 | 0.6% | -0.8% | · | 2.1% | 0.5% | -2.4
CCCn1c(SCC(=O)NC2CCCCC2C)n[nH]c1=O (configuration not stated) | -4.3 | -6.4% | -1.0 | -8.5% | 18.3% | -1.2 | -4.8% | -0.9% | 0.5
C#CC(=O)N(c1cccc(OC)c1)C(C(=O)NC1CCCC1)c1cccs1 (configuration not stated) | -31.0 | -4.1% | -63.5* | ? | 3.16µM* | · | -18.8% | ? | -2.8
CCC(C)Oc1ccc(/C=C/c2[nH]c(=O)[nH]c(=O)c2[N+](=O)[O-])cc1OC (configuration not stated) | -13.5 | 1.7% | -22.0 | -17.7% | ? | -58.2* | 3.8% | ? | -0.4
O=C(CCc1nnc(Cc2ccc(-c3ccccc3)cc2)o1)NCCc1cccnc1 | 2.4 | 13.3% | 30.1 | -7.7% | -17.0% | -0.7 | 1.7% | ? | 0.5
O=C(OCc1ccccc1)/C(=C/c1ccc(Cl)cc1)NC(=O)c1ccccc1Cl | -1.8 | 1.9% | -5.4 | -0.2% | 19.5% | 0.3 | 2.0% | -10.2% | 0.2
CCCCN(C)C(=O)C1CCN(Cc2ccc(OCc3ccccc3)cc2)CC1 | -13.9 | 7.0% | -67.9* | -5.9% | ? | 3.8 | 10.6% | ? | -0.6
O=[N+]([O-])c1cccc(SSc2cccc([N+](=O)[O-])c2)c1 | -28.2 | 4.2% | -68.9* | 0.377µM* | ? | ? | ? | ? | -0.5
C#CCOc1c(Cl)cc(/C=C2/C(=O)ON=C2C)cc1OCC | 2.4 | -3.4% | 9.3 | 5.97µM* | -0.1% | -9.9 | -7.3% | ? | -1.4
Cc1ccnc(SCc2cc(=O)c(OC(=O)c3cccs3)co2)n1 | 12.1 | ? | 9.8 | -12.8% | 6.5% | 10.3 | 2.5% | 1.5% | -0.3
COc1ccc(C(=O)CN2C(=O)c3ccccc3C2=O)c(OC)c1C | -10.5 | 5.0% | -16.2 | -8.5% | -8.0% | · | 0.5% | 5.3% | -1.2
O=C1C=C(c2ccc(-c3ccccc3)cc2)C[C@@H](c2ccc(F)cc2)C1 | 3.5 | -2.7% | -3.8 | 4.2% | 2.8% | -3.0 | -1.6% | -18.7% | -2.8
C/C(CC(=O)Nc1ccc(N(C)C)cc1)=N\NC(=O)c1ccc(F)cc1 | -5.3 | -7.3% | -19.0 | -10.3% | 3.0% | 6.4 | 5.2% | 6.5% | 1.3
CCCC(=O)OCCNc1cc(SCc2ccco2)c2nonc2c1[N+](=O)[O-] | -3.6 | -12.8% | 3.4 | ? | 15.6% | -60.5* | 35.5µM* | 7.1% | -1.7
CC12CC3CC(C)(C1)CC(C(=O)N1CCN(C(=O)c4ccco4)CC1)(C3)C2 | 5.5 | 21.7% | 0.8 | -6.2% | ? | 3.2 | 0.3% | -18.8% | 0.8
O=C(NC1CCCCC1)N1CCC(n2cnc3ccccc32)CC1 | -5.1 | -5.7% | 3.8 | 0.7% | 0.5% | 0.8 | 3.1% | -15.1% | 0.7
C[C@@]12C(=O)OC(=O)[C@]1(C)C1CCC2O1 | -67.9&-11.8 | -10.4% | -86.7* | -6.9% | 1.78µM* | -1.1 | -8.5% | ? | -0.8
O=C(COc1ccccc1F)N1c2ccccc2CCc2ccccc21 | 4.2 | 18.1% | 3.4 | ? | ? | 2.0 | -0.6% | 0.3% | -3.8
CS(=O)(=O)c1ccc(Cl)c(NC(=O)c2ccc(-n3cncn3)c([N+](=O)[O-])c2)c1 | -1.9 | -1.0% | ? | -10.1% | 8.5% | -1.3 | 9.3% | 5.1% | -3.4
O=C(NC1CCCCC1)c1cc(-c2ccc(Cl)cc2)on1 | 1.2 | 8.2% | -0.5 | -2.4% | 28.8% | 0.8 | -30.8% | -1.6% | -1.9
CC(=O)N1CCc2c(sc(NC(=O)c3cccc(N4C(=O)CCC4=O)c3)c2C(N)=O)C1 | -5.0 | -1.2% | -6.2 | -29.3% | 11.9% | ? | 3.9% | -5.7% | -1.4
COc1ccccc1NCc1nnc(SCC(=O)N/N=C/c2ccco2)n1-c1ccc(Cl)cc1Cl | -1.9 | 3.7% | -11.3 | -6.5% | -9.6% | -10.9 | -1.3% | -26.3% | -0.1
O=[N+]([O-])c1ccc(C2=Nn3cnnc3SC2)cc1 | -16.7 | 6.0% | -20.0 | -7.7% | 10.5% | -2.7 | -4.8% | -1.4% | -2.6
Cn1cccc1CN1CCC[C@]2(N[C@H](c3ccc(C(F)(F)F)cc3)[C@@H]3C(=O)N(Cc4ccccc4)C(=O)[C@@H]32)C1=O | -10.2 | -6.2% | -20.9 | -14.1% | -14.8% | -5.6 | -0.7% | 3.4% | 3.2
O=[N+]([O-])c1cccc(CN2CCN(c3ncccn3)CC2)c1 | 0.5 | 0.1% | -14.2 | 7.3% | -1.2% | -4.3 | -17.0% | -5.5% | 0.6
CC(=O)c1nnn(-c2cccc([N+](=O)[O-])c2)c1C | -8.6 | 4.0% | 3.5 | -6.0% | -3.1% | 1.3 | 0.5% | -2.1% | -0.2
COc1cc2c(cc1OC)C(=O)C(c1ccc3c(c1)OCO3)CC2 (configuration not stated) | 5.6 | -3.6% | -9.8 | 2.0% | 10.4% | -0.2 | 5.1% | 2.4% | -1.9
O=c1c2cc([N+](=O)[O-])ccc2nc2n1CCC2 | 3.6 | 0.9% | -1.7 | 5.7% | 34.2%[activator] | -9.8 | 8.0% | -0.4% | -0.2
Clc1ccc(SCCCCN2CCNCC2)cc1 | -3.9 | 0.1% | -2.2 | 23.8µM* | 1.78µM* | -4.2 | 7.1% | -19.1% | -3.8
CCCCn1c(=N)n(CC(O)c2ccccc2)c2ccccc21 (configuration not stated) | -0.5 | 12.4% | -5.9 | -4.7% | ? | 0.8 | 6.0% | -25.4% | -1.0
CCOC(=O)/C=C/C(=O)OCC(=O)Nc1ccc(C)cc1 | -15.4 | -3.1% | -0.1 | ? | 5.5% | 3.1 | -20.7% | -17.6% | -0.5
Cn1cnnc1SCC(=O)NCCC1=CCCCC1 | -0.6 | -1.6% | -10.0 | -0.1% | 23.9% | 0.5 | 3.6% | -1.0% | 0.7
CN(C)CCCNC(=S)N1CCN(c2nc(-c3ccccc3)cs2)CC1 | -19.7 | 12.1% | 0.0 | -8.8% | 3.98µM* | 1.1 | 2.8% | ? | -2.4
Cc1cc(=O)oc2cc(OCC(=O)N3c4ccccc4CC3C)ccc12 (configuration not stated) | -2.2 | 16.2% | 7.3 | -3.9% | -29.9% | -10.6 | -2.8% | ? | -0.5
O=C(Nc1cccc(Cl)c1)OCc1cnc(Cl)s1 | 0.9 | 8.0% | -10.0 | -5.7% | ? | 2.6 | -5.2% | -1.0% | -0.5
CC(=O)N1CCc2cc(S(=O)(=O)NC(CC(C)C)C(=O)N3CCc4ccccc4C3)ccc21 (configuration not stated) | 4.9 | -5.4% | 9.7 | 0.8% | -9.7% | -1.2 | 10.8% | -15.2% | -3.5
Cc1ccc(N(C(=O)Cn2nnc3ccccc32)C(C(=O)NCc2ccco2)c2cccnc2)cc1 (configuration not stated) | 1.0 | 1.1% | 11.0 | 1.0% | -19.0% | -5.5 | 0.5% | -17.2% | 0.9
O=S(=O)(NCc1ccc2c(c1)OCO2)c1cccc2nsnc12 | -8.7 | 0.6% | -11.8 | -15.9% | -2.7% | 1.4 | 1.7% | 1.2% | 0.1
Cc1cccc(C(=O)NCC(=O)OCC(=O)NC2CCCCC2)c1 | -0.2 | 8.3% | -5.5 | 1.5% | -20.0% | 5.1 | -1.0% | 0.0% | -0.3
COc1ccc(NC(C)=O)cc1S(=O)(=O)Nc1ccc(OCc2ccccc2)cc1 | -8.8 | 10.7% | -8.9 | -9.1% | ? | 0.4 | -6.7% | -7.2% | -0.5
Cc1ccc(N(CC(=O)Nc2cccc(C)c2)S(=O)(=O)c2cccc3nonc23)cc1 | -1.5 | -9.0% | -0.4 | -2.3%&7.4% | ? | 9.7 | -14.5% | -5.9% | 0.1
CCC1(C)Cc2c(sc3c2c(=O)n(C)c2nnc(SCc4ccc5c(c4)OCO5)n32)CO1 (configuration not stated) | -7.8 | -3.7% | -15.1 | -8.8% | 4.3% | · | 0.3% | 4.8% | -0.8
Cc1onc(-c2ccccc2)c1C(=O)Nc1nnc(COc2ccc(Cl)cc2)s1 | 7.1 | -19.6% | -5.2 | 1.34µM* | ? | ? | 56.2µM* | -9.0% | -0.3
CC(=O)Nc1ccc(NS(=O)(=O)c2ccccc2)cc1 | -0.5 | -1.1% | 2.2 | 1.1% | 8.4% | 1.7 | -8.3% | 9.3% | 0.3
COc1cc(OC)cc(C(=O)NC(=S)N2CCCCCC2)c1 | -2.7 | 3.6% | -18.0 | -16.3% | -9.6% | 1.8 | -1.6% | ? | -1.0
CCN(CC)C(=O)Cc1cc(C(=O)O)c2ccccc2n1 | -0.7 | 1.4% | 3.7 | 3.1% | 9.1% | · | -3.2% | -10.6% | -2.2
Cc1ccccc1-n1nc(C(=O)O)cc1-c1ccccc1 | 19.6 | -8.6% | -5.5 | -8.4% | 0.0% | · | -5.9% | -8.7% | -0.4

Entries of single compounds, looked up by structure.
COc1cc(OC)cc(C(=O)NC(=S)N2CCCCCC2)c1 is listed with DRD3 agonist = -2.7; GLP-1R agonist = 3.6%; DRD3 antagonist = -18.0; PLK1 PBD inh = -16.3%; GLP-1R inv ag = -9.6%; PI5P4K alpha inh = 1.8; WRN helicase inh = -1.6%; GLP1R cytotox = ?; IL2 activator = -1.0
CC(=O)Nc1ccc(NS(=O)(=O)c2ccccc2)cc1 is listed with DRD3 agonist = -0.5; GLP-1R agonist = -1.1%; DRD3 antagonist = 2.2; PLK1 PBD inh = 1.1%; GLP-1R inv ag = 8.4%; PI5P4K alpha inh = 1.7; WRN helicase inh = -8.3%; GLP1R cytotox = 9.3%; IL2 activator = 0.3

Assay outcomes as filed in PubChem.
